MCF10A rereplic: DNA re-replication induction in MCF 10a cells. Potency, µM (titrated, usually from 46.1 µM), inactives show top-dose activity, positive = re-replication, actives largely listed as activators. hit rate 2.9% among 350,000. AID 624296. MCF 10A DNA re-replication, Hoechst nuclear intensity, 48 h; further: potency means the concentration at half of the fitted maximal effect; % of control where 0% means no effect; nearly all actives have a fitted effect of over 50% in size
HT1080-NT tox: kills 2HG-producing HT-1080-NT fibrosarcoma cells. HT-1080-NT fibrosarcoma viability, CellTiter-Glo ATP luminescence, 48 h. Potency, µM (highest dose often 46.1 µM), for inactives: top-dose activity, negative = less viability, usual class: cytotoxic. hit rate 1.6% among 360,000;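 further: NT is the 2HG producing partner of a matched IDH1 knockdown line; potency means the concentration at half of the fitted maximal effect; 0% = DMSO-treated cells and -100% = media-only wells without cells; nearly all actives have a fitted effect of over 55% in size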
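Toxicity toward the 2HG-producing NT line was scored as %Activity, normalised to DMSO and no-cell wells, from CellTiter-Glo luminescence after 48 hours' treatment.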
D3 ag: activates the human D3 dopamine receptor; max activation, %; hit rate 0.58% among 410,000; D3R DiscoveRx beta-arrestin cells, luminescence, 90 min; in the data active means max activation above about 30%; further: 0% is about no effect; mostly tested at two doses, the higher about 12 µM
Target sequence (P35462 whole entry, looked up): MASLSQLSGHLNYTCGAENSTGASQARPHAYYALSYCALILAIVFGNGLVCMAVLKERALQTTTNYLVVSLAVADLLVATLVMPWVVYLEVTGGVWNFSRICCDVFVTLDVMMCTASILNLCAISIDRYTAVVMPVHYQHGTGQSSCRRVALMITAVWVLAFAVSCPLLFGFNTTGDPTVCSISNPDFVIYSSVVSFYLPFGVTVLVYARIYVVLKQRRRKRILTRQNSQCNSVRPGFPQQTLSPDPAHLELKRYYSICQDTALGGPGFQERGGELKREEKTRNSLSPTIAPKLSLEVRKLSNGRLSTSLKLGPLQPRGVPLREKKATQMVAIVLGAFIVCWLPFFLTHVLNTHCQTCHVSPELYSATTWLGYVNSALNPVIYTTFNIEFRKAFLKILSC
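Cells at 1500/well, incubated overnight, then treated with pinned compounds (dopamine as control) for 90 min at 37 degrees C. DiscoveRx reagent added for 30 - 60 minutes at room temperature; luminescence read.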
HT1080 IDH1KD tx: kills HT-1080 cells with IDH1 knockdown; AID 686971; Potency, µM (doses to about 46.1 µM), for inactives: at the top dose activity, negative = toxicity, hits mostly cytotoxic; hit rate 2% among 360,000; HT-1080 IDH1 knockdown viability, ATP luminescence, 48 h;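 further: potency means the concentration at half of the fitted maximal effect; 0% = DMSO wells and -100% = cell-free medium wells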
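After a 2 h attachment period, IDH1KD HT-1080 cells took pin-transferred compound for 48 h at 37 °C; ATP-based luminescence after 10 min room-temperature reagent incubation reported viability.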
KB-V1 MDR tox: kills drug-selected multidrug resistant KB-V1 cells | KB-V1 MDR cells viability, CellTiter-Glo, 72 h | Potency, µM (top dose mostly 46.1 µM), inactives show top-dose activity change, negative = cytotoxicity, most hits filed as cytotoxic | hit rate 3.4% among 400,000 | AID 1347076; further: potency means the concentration at half of the fitted maximal effect; on the % scale 0 is the no-effect control and ±100 the full control effect; nearly all actives have a fitted effect of over 60% in size
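Cytotoxicity toward P-gp-expressing KB-V1 cells was determined as loss of CellTiter-Glo luminescence after 72 h at 37 degrees C. Compounds were tested in quantitative HTS format across a concentration range, with curves fitted to normalized data.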
KB-3-1 cytotox: KB-3-1 parental cell cytotoxicity | hit rate 1.4% among 400,000 | KB-3-1 viability, CellTiter-Glo ATP luminescence, 72 h | Potency, µM (doses to about 46.1 µM), inactives show at the highest dose activity change, negative = cytotoxic, hits mostly cytotoxic; further: potency means the concentration at half of the fitted maximal effect; on the % scale 0 is the no-effect control and ±100 the full control effect; nearly all actives have a fitted effect of over 60% in size
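Using CellTiter-Glo luminescence, growth of non-resistant KB-3-1 adenocarcinoma cells is assessed 72 h after pin-tool compound addition at 37 °C. Normalized responses across the concentration series yield fitted curves.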
IL1B secr inh: inhibitors of inflammasome signaling (IL-1 beta secretion); AID 743279; activity change, % at 57.5 µM; THP-1 LPS/ATP IL-1B secretion, AlphaLISA, 16 h; hits give low values; hit rate 4.7% among 360,000; in the data active means activity change below about -50%; inconclusive means mostly about -30% to -49%; further: on the % scale 0 is the no-effect control and ±100 the full control effect
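Secreted IL-1B measured by AlphaLISA bead assay after 16 h compound exposure of THP-1 cells; compounds (final up to 57.5 uM) added 1 h before LPS (250 ng/mL) and ATP (1.25 mM) stimulation; lower signal means less secretion.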
HEK293 tox: cytotoxic in the GLP-1 receptor inverse agonist counter-screen; Potency, µM (doses to about 38.3 µM), inactives show top-dose activity change, negative = inhibition, usual class: inhibitors; HEK293 cAMP-luciferase reporter cells, luminescence, 24 h; hit rate 0.13% among 410,000; AID 624418;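 further: loss of luciferase light is scored as toxicity; potency means the concentration at half of the fitted maximal effect; on the % scale 0 is the no-effect control and ±100 the full control effect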
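A 23 nL compound transfer followed 12 hours of cell culture at 37 deg C; exposure then lasted 24 hr. Luciferase assay detection reagent was dispensed and plates read for luminescence after a 12 min room-temperature wait.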
SW480 rerep: induces DNA re-replication in SW480 colon adenocarcinoma cells. hit rate 1.8% among 340,000. Potency, µM (doses to about 46.1 µM), for the others: at the highest dose re-replication activation, usual class: activators. SW480 DNA re-replication, Hoechst DNA content imaging, 48 h; further: potency means the concentration at half of the fitted maximal effect; % of control where 0% means no effect; nearly all actives have a fitted effect of over 55% in size
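First, 250 cells per well were seeded. Next, compound or vehicle (23 nL) was pinned in, plates sat 48 hr at 37 C. Finally Hoechst was added for 40 min before fluorescence scanning.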
The depositor's hits bear a star; i = inactive; ? = inconclusive; . = no result given; [ ] = dose if it differs, or a comment. Unless noted, the call rests on the fitted dose curve; in most records, active means well fitted curve in the direction sought with a large enough effect; inconclusive means small, poorly fitted or top-dose-only effect, or another doubt; inactive means no such curve, though single readings can be large; an effect the other way counts as inactive or inconclusive.

SMILES | MCF10A rereplic | HT1080-NT tox | D3 ag | HT1080 IDH1KD tx | KB-V1 MDR tox | KB-3-1 cytotox | IL1B secr inh | HEK293 tox | SW480 rerep
CCC(=O)NNc1ncnc2c1cnn2-c1cccc(C)c1 | -2% | 16% | -9 | 23% | -12% | -3% | -12 | 2%[0.307 µM] | -2%
O=S(=O)(c1cccc2ccccc12)N1CCCCC1 | 14% | 4% | 4 | -1% | -10% | 17% | -7 | -8% | 2%
COc1ccccc1-c1cc2nc(-c3ccccc3)cc(N3CCN(C(=O)c4ccco4)CC3)n2n1 | . | 0% | 39* | 4% | ? | 16µM* | 14 | -3% | .
C#CCn1c(=NC(=O)CSC(C)=O)sc2cc(F)ccc21 | 0% | 0% | 0 | 1% | 0% | -1% | -1 | ? | -3%
CCn1cc(C(=O)NCc2ccccc2Cl)cn1 | -4% | 2% | 8 | -3% | 8% | -1% | -3 | 2% | -2%
CCCCn1c(N)c(N(CCC(C)C)C(=O)CN2C(=O)C3CCCCC3C2=O)c(=O)[nH]c1=O (stereo not given) | -2% | 1% | 5 | -11% | -13% | 15% | i | -5% | -2%
Cc1cc(=O)nc2c3ccccc3n(CC(=O)NC(C)c3ccc4c(c3)OCCO4)n12 (stereo not given) | -3% | -11% | -1 | -5% | 0% | 12% | 29 | -10% | -7%
Cc1ccnc(SCc2cc(=O)c(OC(=O)c3ccccc3)co2)n1 | -4% | -1% | 1 | 8% | 1% | -4% | 0 | 3% | -1%
CCCC(=O)N1CCN(c2ccc(NC(=S)NC(=O)CC)cc2)CC1 | 0% | 22% | 2 | 2% | 23µM* | 0% | -8 | 6% | -6%
COc1ccccc1N(CC(=O)NC1CCCC1)S(=O)(=O)c1cccc(C(F)(F)F)c1 | 12% | 7% | 3 | 1% | -16% | 4% | 4 | -3% | -70%[inhibitor]
CCC(Cc1ccccc1)NCc1c(C(=O)O)c(C)n(Cc2ccccc2)c1C (stereo not given) | 1% | -11% | -8 | 3% | 1% | -1% | 13 | -11% | -2%
Cc1c(C(=O)OC2CCC(C)CC2)[nH]c2c1C(=O)CCC2 (stereo not given) | 9% | -10% | 0 | -15% | -1% | -3% | ? | -20% | ?
COc1ccc(N2CCN(C(c3ccccc3OC)c3nnnn3C3CCCC3)CC2)cc1 (stereo not given) | 6% | 0% | 6 | 1% | -9% | -7% | ? | -9% | 1%
COc1ccc(NCC(=O)N/N=C2\CCCC(C)C2)cc1 (stereo not given) | ? | 27% | -2 | 10% | 1% | -1% | 8 | 6% | 1%
CC1(C)NC(=O)N(CC(=O)N2CCN(c3cccc(Cl)c3)CC2)C1=O | 0% | -1%[9.24 µM] | 0 | 6% | 0% | 9% | 6 | 4% | -18%
CC(C)NC(=O)CN1CCC(c2nc3ccccc3[nH]2)CC1 | -3% | -1% | -5 | 4% | -12% | -1% | 2 | -26% | -2%
C/C(O)=C(\N=Nc1cc(C)ccc1O)C(N)=O | -4% | -7% | -5 | -4% | -27% | 4% | 30 | -7% | -1%
C#CCn1c(=NC(=O)c2cc(Cl)sc2Cl)sc2cc(S(N)(=O)=O)ccc21 | 15% | -8% | -6 | -15% | ? | 0% | -2 | 18% | -5%
O=C(O)c1ccccc1C(=O)NCCc1c(C(=O)O)[nH]c2ccc(Cl)cc12 | 5% | 4% | -18 | 0% | -27% | -7% | 6 | 16% | 1%
Cn1c(SCc2nc3ccccc3c(=O)[nH]2)nnc1-c1ccco1 | -1% | 7% | 3 | 4% | 3% | 0% | -3 | 1% | 0%

10 entries already listed, ordered by heavy-atom count, ascending.
SMILES | MCF10A rereplic | HT1080-NT tox | D3 ag | HT1080 IDH1KD tx | KB-V1 MDR tox | KB-3-1 cytotox | IL1B secr inh | HEK293 tox | SW480 rerep
C/C(O)=C(\N=Nc1cc(C)ccc1O)C(N)=O | -4% | -7% | -5 | -4% | -27% | 4% | 30 | -7% | -1%
CCn1cc(C(=O)NCc2ccccc2Cl)cn1 | -4% | 2% | 8 | -3% | 8% | -1% | -3 | 2% | -2%
O=S(=O)(c1cccc2ccccc12)N1CCCCC1 | 14% | 4% | 4 | -1% | -10% | 17% | -7 | -8% | 2%
Cc1c(C(=O)OC2CCC(C)CC2)[nH]c2c1C(=O)CCC2 (stereo not given) | 9% | -10% | 0 | -15% | -1% | -3% | ? | -20% | ?
Cn1c(SCc2nc3ccccc3c(=O)[nH]2)nnc1-c1ccco1 | -1% | 7% | 3 | 4% | 3% | 0% | -3 | 1% | 0%
Cc1ccnc(SCc2cc(=O)c(OC(=O)c3ccccc3)co2)n1 | -4% | -1% | 1 | 8% | 1% | -4% | 0 | 3% | -1%
C#CCn1c(=NC(=O)c2cc(Cl)sc2Cl)sc2cc(S(N)(=O)=O)ccc21 | 15% | -8% | -6 | -15% | ? | 0% | -2 | 18% | -5%
COc1ccccc1N(CC(=O)NC1CCCC1)S(=O)(=O)c1cccc(C(F)(F)F)c1 | 12% | 7% | 3 | 1% | -16% | 4% | 4 | -3% | -70%[inhibitor]
COc1ccc(N2CCN(C(c3ccccc3OC)c3nnnn3C3CCCC3)CC2)cc1 (stereo not given) | 6% | 0% | 6 | 1% | -9% | -7% | ? | -9% | 1%
COc1ccccc1-c1cc2nc(-c3ccccc3)cc(N3CCN(C(=O)c4ccco4)CC3)n2n1 | . | 0% | 39* | 4% | ? | 16µM* | 14 | -3% | .

(next part)
SMILES | MCF10A rereplic | HT1080-NT tox | D3 ag | HT1080 IDH1KD tx | KB-V1 MDR tox | KB-3-1 cytotox | IL1B secr inh | HEK293 tox | SW480 rerep
COc1cccc(Cn2cc(/C=N/NC(=O)c3cc(O)cc(O)c3)c3ccccc32)c1 | ? | -5% | -2 | -14% | -24% | ? | -24 | 1% | 1%
C=CCn1c(=O)c(C(=O)Nc2ccc(C)cn2)c(O)c2ccccc21 | -3% | 5% | 0 | 11% | 6.5µM* | ? | 43 | -4% | 0%
CC1CCN(CCCNC(=O)c2cc3c(Cl)nc4ccccc4c3s2)CC1 | ? | ? | -8 | -2% | -3% | 2% | -70* | ? | ?
COc1ccc(NC(=O)c2c(NCc3cccs3)sc3c2CCCCC3)c(OC)c1 | . | . | 1 | . | 12% | 12% | . | 0% | .
Cc1cccc(C(=O)Nc2nc(-c3nnn(-c4cc(F)ccc4F)c3C)ns2)c1 | . | . | 5 | . | -2% | 0% | . | -2% | .
O=C(CSc1ccccn1)Nc1ccc(Cl)cn1 | 7% | 9% | 0 | 8% | -4% | -3% | -22 | 6% | -1%
Cc1nc(NC(=S)NC(=O)COc2ccc(Cl)cc2)ccc1Br | -6% | 16% | 4 | 21% | ? | ? | 15 | -1% | ?
COc1ccccc1-n1c(SCC(=O)OC(C)C)nc2cccnc21 | -1% | 7% | 6 | 12% | 25% | ? | 9 | -3% | 1%
C/C=C/c1ccc(OCCCCOc2ccc(OC)cc2)c(OC)c1 | 23% | 12% | 2 | 11% | -1% | 4% | -4 | 20% | -13%
c1ccn(-c2ccc(N3CCOCC3)cc2)c1 | -3% | 3% | -16 | -1% | 2% | 1% | -12 | -5% | ?
O=C(NCCSCc1ccco1)Nc1cccc(Cl)c1 | -16% | -9% | -16 | -4% | ? | -4% | ? | -7% | 12%
O=S(=O)(c1cccc2cccnc12)N1CCN(Cc2ccccc2)CC1 | -3% | -3% | 2 | -7% | ? | -4% | 32 | 12% | -2%
CC(=O)c1c(C)[nH]c(C(=O)Nc2cccc(S(=O)(=O)N3CCCCC3)c2)c1C | 14% | -18% | -8 | -19% | ? | ? | ? | -4% | -7%
Nc1cc(OCC(F)(F)F)cc(OCC(F)(F)F)c1 | -4% | 28% | 5 | 15% | 5% | -21% | 5 | -2%[0.307 µM] | -1%
O=C(COC(=O)c1c(Cl)ccc(Cl)c1Cl)NCC1CCCO1 (stereo not given) | -1% | 0% | -1 | 1% | 13% | 11% | 2 | 7% | -2%
Cc1ccccc1N1C(=S)NC2c3ccccc3OC1(C)C2C(=O)N(C)C (stereo not given) | -17% | 2% | 1 | 5% | -1% | -1% | 1 | -3% | -12%
O=C(OC(C(=O)NCc1ccc(F)cc1)c1ccccc1)c1ccco1 (stereo not given) | -3% | 12% | -29 | 5% | 1% | -3% | -6 | 2% | -5%
O=C(CSc1ncccn1)NNC(=O)c1ccccc1 | -3% | 28% | -1 | 9% | 9% | -9% | 13 | 11% | 6%
C/C=C(/C)C(=O)Nc1cccc(C2=NOC3(C2)C[C@@H](C(N)=O)N(C(=O)CC(c2ccccc2)c2ccccc2)C3)c1 (stereo not given in full) | 3% | -3% | 8 | -11% | 17% | -18% | ? | 2% | 4%
COc1cc(C2NC(=S)NC(C)=C2C(=O)Nc2cc(C)cc(C)c2)ccc1O (stereo not given) | 0% | 4% | -2 | -1% | 0% | 9% | 0 | -11% | 16%
NC(=O)NC(=O)COC(=O)c1ccc(OC(F)F)cc1 | -12% | -1% | 3 | -2% | 7% | -2% | -8 | -35% | -68%[inhibitor]
O=C(Cc1ccccc1Cl)Nc1cccc(S(=O)(=O)N2CCOCC2)c1 | 16% | 12% | 4 | 9% | -5% | 1% | -4 | -25% | 4%
Cc1ccc(CNC(=O)C2CC(=O)N(C3CCCCCC3)C2)cc1 (stereo not given) | 3% | 2% | -7 | 3% | 2% | 0% | 14 | -4% | -9%
CCc1nc(NC(C)C)c2oc3ccccc3c2n1 | 13% | -4% | 1 | -1% | -8% | -2% | -13 | 7% | -5%[9.22 µM]
CCOC(=O)CSc1nc(-c2ccncc2)ccc1C#N | 12µM* | -2% | -1 | 6% | 22% | 17% | -16 | 186%[activator] | 4%
O=c1c2ccccc2c2ccccc2c(=O)n1Cc1ccc2c(c1)OCO2 | . | -3% | -6 | -4% | -1% | 0% | 0 | 1% | .

Bioassay records (PubChem)
